Yfh1-off respiration: mitochondrial function rescue without frataxin homolog – Friedreich's ataxia, plus single-dose screen, dose response (AID 1465); fold induction at 50 µM, or EC50 in µM where a hit was titrated; S. cerevisiae Yfh1-off respiration, WST-1 reduction, 72 h; higher fold induction means a stronger effect; 220,000 compounds, 0.074% hits;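 active means fold induction of absorbance versus untreated yeast above a set limit, then at least 30% activation at any dose in follow-up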;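 further: activators that raise dye reduction in frataxin-depleted yeast; strong numbers were not always called active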
NOD2 inhibition: inhibition of NOD2-driven NF-kB reporter – cell-based, luminescence, uHTS, HEK293 (AID 1566); HEK293 NOD2/NF-kB luciferase reporter, luminescence; higher % means a stronger effect; inhibition, % at 4 µM, or EC50 in µM where a hit was titrated; 290,000 compounds, 0.63% hits; further: many of its hits are not listed in these tables
KOR beta-arrestin-1: kappa opioid receptor blockers – cell-based, luminescence, uHTS (AID 1778); KOR beta-arrestin recruitment, luminescence, antagonist mode; higher % means a stronger effect; inhibition, % at 10 µM, or IC50 in µM where a hit was titrated; 290,000 compounds, 0.091% hits; further: strong numbers were not always called active
NOD1 NF-kB reporter: NOD1 signaling inhibitors, primary screen, cell-based, luminescence, uHTS (AID 1578) | NOD1-driven NF-kB luciferase reporter cells, luminescence; higher % means a stronger effect | one-dose inhibition, % at 4 µM; EC50 in µM for titrated hits | 290,000 compounds, 1% hits; in the data active means inhibition mostly above about 36%, no sharp cut-off; inactive means mostly below about 34%;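 further: HEK-293T reporter cells stimulated with the NOD1 agonist gamma-tri-DAP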
GPR55 activation: selective activators of receptor GPR55 – imaging, U2OS cells, beta-arrestin-GFP redistribution, primary screen (AID 1961); U2OS GPR55 beta-arrestin-GFP redistribution imaging; higher % means a stronger effect; activation, % at 10 µM, or EC50 in µM where a hit was titrated; 290,000 compounds, 0.048% hits;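 active means activation above 40% with more than 50 cells counted in the well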;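 further: U2OS osteosarcoma cells stably expressing GPR55 and beta-arrestin-GFP; plate controls were DMSO negative control for no effect and LPI positive control for full effect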
TNAP activation fold: stimulation of alkaline phosphatase TNAP activity – biochemical, luminescent, no phosphate acceptor, uHTS, primary screen (AID 1001). 200,000 compounds, 0.03% hits. activation fold at 20 µM, or EC50 in µM where a hit was titrated. purified TNAP, luminescent activation assay, no phosphate acceptor; higher activation fold means a stronger effect; in the data active means activation fold from about 3, or a potency from the dose series; inactive means the rest, 99 in 100 with activation fold below about 1.6; further: many of its hits are not listed in these tables
NTR1 ag: NTR1-driven beta-arrestin-GFP spot formation – imaging, U2OS cells, high content, primary screen (AID 493036). 330,000 compounds, 0.17% hits. activation, % at 20 µM. agonist mode. P30989;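 active means activation at or above 40% of the spot to cytoplasm intensity ratio, with at least 20 cells analyzed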;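 further: 0% = DMSO without peptide and 100% = 100 nM NTR1 peptide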
Target sequence (P30989 whole entry, looked up): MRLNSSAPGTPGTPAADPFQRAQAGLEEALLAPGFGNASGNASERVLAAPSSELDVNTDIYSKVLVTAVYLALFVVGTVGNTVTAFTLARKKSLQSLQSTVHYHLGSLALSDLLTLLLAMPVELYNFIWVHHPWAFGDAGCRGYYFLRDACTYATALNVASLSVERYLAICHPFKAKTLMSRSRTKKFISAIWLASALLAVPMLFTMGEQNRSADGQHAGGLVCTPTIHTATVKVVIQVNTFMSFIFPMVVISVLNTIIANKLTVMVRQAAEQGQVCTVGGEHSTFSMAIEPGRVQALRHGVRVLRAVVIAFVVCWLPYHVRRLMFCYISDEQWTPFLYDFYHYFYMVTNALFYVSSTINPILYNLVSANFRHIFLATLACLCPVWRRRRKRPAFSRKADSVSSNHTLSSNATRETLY
KOR beta-arrestin-2: KOR agonists, beta-arrestin recruitment, primary screen, cell-based, luminescence, uHTS (AID 1777); KOR beta-arrestin recruitment, luminescence; higher % means a stronger effect; activation, % at 10 µM; hits with a dose series show EC50 in µM; 280,000 compounds, 0.02% hits; in the data active means activation above about 50%, passing the limit was not always enough; further: a part of the inactive calls stands beside numbers as strong as those of hits
CSM14.1 death rescue: rescue of cells from ER stress-induced death, primary screen, 384-well, CSM14.1, thapsigargin, ATP luminescence (AID 1222); CSM14.1 thapsigargin-induced death rescue, ATP luminescence; higher % means a stronger effect; one-dose cellular ATP content (survival), % at 20 µM; EC50 in µM for titrated hits; 190,000 tested, under 10 active;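 active means EC50 below 50 µM in the dose-response confirmation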;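 further: death triggered by thapsigargin at about 15 µM added after 2 h compound pretreatment; cell ATP read after overnight thapsigargin exposure of roughly 18 to 22 hours; normalized against plate controls of thapsigargin alone and 5% DMSO vehicle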
NTR1 ag cell count 20 µM: recorded beside NTR1 ag, whose call it bears; cell count; measured here: cell count, cytotoxicity flag
* hit, by the source's call; i = inactive; x = no result given; [ ] = dose if it differs, or a comment. Unless noted, no stated cut-off is given here; in the data, active means inhibition above about 50%; inactive means the rest. The list is partial, so the mix of outcomes need not match the whole.

molecule	Yfh1-off respiration	NOD2 inhibition	KOR beta-arrestin-1	NOD1 NF-kB reporter	GPR55 activation	TNAP activation fold	NTR1 ag	NTR1 ag cell count 20 µM	KOR beta-arrestin-2	CSM14.1 death rescue
CN(CC(=O)N1CCN(c2ccccn2)CC1)S(=O)(=O)c1ccccc1	i	-4%	4%	-18%	-0.1%	1.1	-0.9	57	-1.9%	0.0%
CCC(C)NCCOCCSc1ccc(Cl)cc1 (configuration not stated)	i	2%	-5%	4%	-0.1%	1.1	-5.4	80	3.1%	1.8%
COc1ccc(C(=O)C2CCCN(S(=O)(=O)C(C)C)C2)c(C)c1 (configuration not stated)	i	-5%	-19%[20 µM]	-22%	-0.1%	1.1	-0.6	42	x	-1.4%
CCOC(=O)CSc1nnc(-c2ccccc2OC)o1	i	6%	12%	-13%	-0.1%	1.1	0.4	79	-6.1%	2.0%
Cc1ccc(C(C)C)cc1S(=O)(=O)NCc1cccnc1	i	-6%	-51%	7%	-0.1%	1.1	-0.3	36	-1.7%	-1.6%
O=C(CCNS(=O)(=O)c1ccc2[nH]c(=O)oc2c1)Nc1ccccc1	x	12%	-7%	-11%	0.3%	x	2.8	57	9.0%	x
O=C(Nc1ccccc1-c1ccccc1)c1ccccc1Br	x	0%	-8%[20 µM]	-24%	-0.3%	x	1.3	69	-3.2%	x
O=C1c2ccccc2NC(c2cccnc2)N1c1ccccc1F (configuration not stated)	i	-11%	-31%	-39%	-0.2%	1.1	-0.5	42	0.2%	0.3%
COc1cccc(NC(=S)N(Cc2ccc(Cl)cc2)Cc2ccc(C(=O)O)cc2)c1	i	1%	6%	-6%	-0.5%	1	0.3	66	2.1%	-1.8%
CCCc1c2c(cc3c(=O)cc(C(=O)OCC)oc13)CCCC2	x	-6%	-7%	-10%	-0.1%	x	12	104	5.0%	x

One compound at a time, from the list above. Screens in order: Yfh1-off respiration | NOD2 inhibition | KOR beta-arrestin-1 | NOD1 NF-kB reporter | GPR55 activation | TNAP activation fold | NTR1 ag | NTR1 ag cell count 20 µM | KOR beta-arrestin-2 | CSM14.1 death rescue
COc1ccc(C(=O)C2CCCN(S(=O)(=O)C(C)C)C2)c(C)c1 (configuration not stated) is entered as i | -5% | -19%[20 µM] | -22% | -0.1% | 1.1 | -0.6 | 42 | x | -1.4%
Cc1ccc(C(C)C)cc1S(=O)(=O)NCc1cccnc1 is entered as i | -6% | -51% | 7% | -0.1% | 1.1 | -0.3 | 36 | -1.7% | -1.6%
O=C(CCNS(=O)(=O)c1ccc2[nH]c(=O)oc2c1)Nc1ccccc1 is entered as x | 12% | -7% | -11% | 0.3% | x | 2.8 | 57 | 9.0% | x
COc1cccc(NC(=S)N(Cc2ccc(Cl)cc2)Cc2ccc(C(=O)O)cc2)c1 is entered as i | 1% | 6% | -6% | -0.5% | 1 | 0.3 | 66 | 2.1% | -1.8%
CCC(C)NCCOCCSc1ccc(Cl)cc1 (configuration not stated) is entered as i | 2% | -5% | 4% | -0.1% | 1.1 | -5.4 | 80 | 3.1% | 1.8%

(cont.)
molecule	Yfh1-off respiration	NOD2 inhibition	KOR beta-arrestin-1	NOD1 NF-kB reporter	GPR55 activation	TNAP activation fold	NTR1 ag	NTR1 ag cell count 20 µM	KOR beta-arrestin-2	CSM14.1 death rescue
CCC1(CC)Cc2ccccc2-c2nc(NN)[nH]c(=O)c21	i	8%	14%	2%	0.2%	x	5.8	54	0.1%	x
CCOc1ccccc1N(CC(=O)NC(C)(C)C)C(=O)c1ccc(CN2CCOCC2)o1	i	-38%	-4%	-13%	0.3%	1.1	-0.3	92	6.8%	-0.8%
Cc1cc(=O)n2nc(N3CCCC3C(=O)Nc3cccc(Cl)c3C)sc2n1 (configuration not stated)	x	12%	-20%[20 µM]	17%	0.0%	x	-0.9	60	-7.1%	x
COc1ccc(C2CC(=O)N(c3ccccc3)C3=C2C(=O)CCC3)cc1 (configuration not stated)	i	6%	-17%	-16%	-0.3%	x	-0.1	66	2.2%	x
O=C(c1ccccc1)c1nn(-c2ccccc2)c2nnc(Cc3ccccc3)c(=O)n12	i	19%	19%	-11%	0.3%	1.1	5.4	77	5.2%	2.3%
CCc1nc(N2CCCC(C)C2)c2oc3ccccc3c2n1 (configuration not stated)	i	-9%	-50%	-5%	0.2%	1	8.8	55	4.5%	4.0%
Brc1cccc(CNc2nc3ccccc3n2CCN2CCCCC2)c1	i	-2%	x	-8%	0.0%	x	2.9	56	x	x
CC(C)c1nccn1S(=O)(=O)c1cc(Cl)ccc1Cl	i	-10%	15%	-26%	-0.1%	1	0.3	36	-3.7%	x
COCCNC(=O)C(c1ccccc1)N(Cc1cccs1)C(=O)Cn1nnc2ccccc21 (configuration not stated)	i	-1%	-15%	-7%	-0.3%	1.1	5.3	49	-8.1%	0.0%
COc1ccc(C)cc1NC(=O)c1cc2cc3ccc(C)cc3nc2o1	i	-1%	11%	-5%	0.3%	1.1	x	x	0.2%	0.5%
Cc1ccc(-n2cccn2)c(CN2CCC(CO)(CCc3ccccc3)CC2)c1	i	-44%	10%	-37%	1.3%	1.1	x	x	0.4%	-0.2%
COc1ccccc1CN1CCC(CNS(=O)(=O)c2cc(-c3onc(C)c3C)ccc2OC)CC1	x	22%	-19%	-27%	0.3%	x	-0.9	59	0.2%	x
O=C(Cc1cccs1)Nc1cccc(-c2nc3ccccc3[nH]2)c1	i	8%	17%	-30%	-0.4%	1.1	1.8	73	-0.1%	-0.2%
Fc1ccccc1Cc1nnc2n1N=C(c1ccc(Cl)cc1)CS2	i	3%	-3%	-16%	-0.1%	1.1	0.2	48	5.0%	-1.0%
Cc1ccc(Cl)c(OCC(=O)Nc2ccc3c(c2)OCCO3)c1	i	-61%	-6%	-42%	0.1%	1.1	3.2	55	-0.3%	-2.9%
COC(=O)c1[nH]c2cccc(OC)c2c1NC(=O)CCN1CCN(c2ccccc2OC)CC1	i	14%	10%	x	-0.1%	1.1	0.3	79	-1.2%	-1.3%
Cc1ccc(CC(=O)Nc2nccs2)cc1C	x	-3%	-31%	-4%	-0.2%	x	1.7	31	4.9%	x
Cc1sc(NC(=O)/C=C/c2ccc3c(c2)OCO3)nc1-c1ccccc1	i	9%	-9%	-19%	0.2%	1.1	13	47	2.0%	10%
O=C(NC1CCCCC1)C1c2ccccc2C(=O)N1Cc1ccco1 (configuration not stated)	i	20%	-13%	6%	0.0%	1.1	0.4	77	-4.2%	-1.9%
CCC1(C)Cc2c(sc3nc(SC)[nH]c(=S)c23)CO1 (configuration not stated)	x	11%	21%	-6%	0.0%	x	1.9	89	-2.5%	x
O=C(Cn1c(=O)n(CCC(=O)N2CCc3ccccc3C2)c(=O)c2ccccc21)NCC1CCCO1 (configuration not stated)	i	14%	17%	-13%	0.0%	1	x	x	-5.9%	1.5%
O=C(c1cccc(OC(F)F)c1)N1CCN(c2ncccn2)CC1	i	-13%	-8%	-5%	-0.2%	1.1	0.0	42	-1.7%	-0.9%
CN(C(=O)c1cncc(Br)c1)C1C2CC3CC(C2)CC1C3 (configuration not stated)	x	7%	-40%[20 µM]	17%	-0.3%	x	1.7	65	1.0%	x
CN1CCN(c2nc(-c3cccs3)cs2)CC1	i	-16%	1%	-28%	0.1%	1.1	-1.6	52	0.1%	-9.6%
O=C(CSc1nc2ccccc2n1Cc1ccc(Cl)cc1)N/N=C/c1ccccc1C(=O)O	i	15%	-8%	-23%	-0.1%	1.1	-0.7	29	-2.0%	2.3%
CCn1c(SCC(=O)c2cc(OC)ccc2OC)nnc1C1CC1	i	5%	-11%	-8%	-0.1%	1.1	-1.2	48	3.0%	-0.8%
O=S(=O)(c1ccc(Cl)cc1)N1CCN=C1SCc1cccc(Cl)c1	i	-28%	39%	3%	0.0%	1.1	1.3	39	3.1%	1.7%
Cc1cc(OC(=O)c2ccc(Cl)cc2Cl)nc(C)n1	i	9%	-35%	7%	0.2%	1	1.6	78	1.5%	3.1%
CC(=O)Nc1ccc(NC(=O)CSc2nnc(-c3cc4ccccc4o3)n2C)cc1	x	5%	9%	35%	-0.2%	x	-1.6	52	2.5%	x
COCc1cc(N2CCN(c3ccccc3F)CC2)nc(-c2ccccc2)n1	i	6%	-3%	-4%	-0.5%	1.2	5.9	49	1.0%	0.2%
Cc1cc(C(=O)Nc2ccc(Br)cc2F)n(-c2ccccc2)n1	x	16%	32%	4%	-0.1%	x	-1.3	78	-4.5%	x
Cc1nc2sc(C(c3ccc(F)cc3)N3CCOCC3)c(O)n2n1 (configuration not stated)	i	5%	-34%	0%	-0.1%	1	-0.6	63	2.2%	-1.0%
Cc1cc(C(=O)N/N=C2\CC(=O)CC(C)(C)C2)c(C)n1-c1ccccc1	i	-11%	14%	-7%	1.7%	1.1	-1.2	89	1.1%	-3.1%
Cc1c(/C=N/NC(=O)c2cc(Br)ccc2O)c(=O)n(C)c(=O)n1C	x	-16%	11%	2%	-0.2%	x	-0.2	58	1.0%	x
C/C(=N/NC(=O)CNC(=O)Cc1ccccc1)c1ccc(Cl)cc1	i	-10%	7%	-4%	-0.1%	x	1.1	42	5.4%	x
COc1ccc(C(=O)NNC(=S)NC(=O)c2ccc(Br)o2)cc1OC	i	-13%	-18%[20 µM]	38%*	0.0%	1.5	-0.2	64	-1.1%	-0.6%
COc1cc(NC(=S)N2CCN(c3ccccn3)CC2)cc(OC)c1	i	7%	-20%	1%	-0.3%	1.1	-1.0	37	-3.7%	0.4%
COc1ccccc1NC(=O)CSCC(N)=O	i	-5%	2%	x	0.7%	1.2	0.3	67	5.6%	-3.4%
CCN(CC)C(=O)CSc1nnc(CNc2ccc(F)cc2)n1Cc1ccco1	i	-2%	-22%	-21%	0.3%	1.1	3.1	60	1.9%	-0.3%
